High-throughput results from PubChem.
HKDC1 inh: inhibitors of human hexokinase HKDC1; 0.16% of 340,000 active; Q2TB90; recombinant HKDC1, G6PDH/diaphorase resazurin coupled fluorescence; inhibition, % at 20 µM;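 active = inhibition above about 35% when tested at 20 µM, limit read from the data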;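 note: plate controls were DMSO wells with enzyme for no effect and DMSO wells lacking enzyme for full effect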
Target sequence (Q2TB90 whole entry, looked up): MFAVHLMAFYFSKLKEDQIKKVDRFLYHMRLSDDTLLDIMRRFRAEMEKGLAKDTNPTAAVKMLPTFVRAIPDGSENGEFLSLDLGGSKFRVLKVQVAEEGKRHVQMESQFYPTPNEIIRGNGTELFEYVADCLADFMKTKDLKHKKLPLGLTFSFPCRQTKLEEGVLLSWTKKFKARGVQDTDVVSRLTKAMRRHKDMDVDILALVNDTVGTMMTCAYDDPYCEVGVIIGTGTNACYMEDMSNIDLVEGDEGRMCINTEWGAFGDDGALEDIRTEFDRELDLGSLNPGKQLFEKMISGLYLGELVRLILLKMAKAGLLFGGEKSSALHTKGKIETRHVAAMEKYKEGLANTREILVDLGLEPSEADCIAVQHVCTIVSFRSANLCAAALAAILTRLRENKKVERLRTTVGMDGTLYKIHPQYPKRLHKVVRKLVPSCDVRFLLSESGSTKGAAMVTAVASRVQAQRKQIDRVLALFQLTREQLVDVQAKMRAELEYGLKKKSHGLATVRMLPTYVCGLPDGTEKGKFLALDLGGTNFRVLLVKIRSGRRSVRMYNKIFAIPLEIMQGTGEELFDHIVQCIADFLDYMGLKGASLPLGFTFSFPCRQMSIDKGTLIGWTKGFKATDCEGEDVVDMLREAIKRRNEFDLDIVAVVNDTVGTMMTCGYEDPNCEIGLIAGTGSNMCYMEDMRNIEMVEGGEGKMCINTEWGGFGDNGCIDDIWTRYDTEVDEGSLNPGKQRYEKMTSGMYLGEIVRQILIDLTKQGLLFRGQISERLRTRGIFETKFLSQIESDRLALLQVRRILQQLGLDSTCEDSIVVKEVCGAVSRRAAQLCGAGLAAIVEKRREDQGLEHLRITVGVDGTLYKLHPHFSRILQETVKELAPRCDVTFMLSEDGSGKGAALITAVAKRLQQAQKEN
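Assay system: recombinant HKDC1 hexokinase; detection: coupled resazurin fluorescence, excitation 525 nm, emission 613 nm; benchmarks: DMSO-plus-enzyme-mix negative control, buffer-substituted positive control; compound dosing: single 20 µM dose; schedule: 90 min at room temperature in dark; also added: glucose plus 1 mM ATP as hexokinase substrates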
SENP8 block: inhibitors of human SENP8 protease; Q96LD8; inhibition, % at 10 µM; purified SENP8, Z-RLRGG-aminoluciferin cleavage, luminescence; AID 2540; 1.2% of 330,000 active
Gli-Sufu antag: blocks Gli-Sufu signaling in a luciferase reporter; AID 588413; inhibition, % at 5 µM; 0.74% of 340,000 active; Sufu-KO-LIGHT fibroblasts, Gli luciferase reporter luminescence;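 active = inhibition above about 55%, limit read from the data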;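 note: 0% = DMSO-treated cells and 100% = wells with medium but no cells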
UBC13 polyUb: human UBC13 polyubiquitination inhibition | P61088 | UBC13 polyubiquitin chain formation, TR-FRET | inhibition, % at 20 µM | 0.47% of 330,000 active | AID 485273; in the data active = inhibition above about 45%, passing the limit was not always enough
Target sequence (P61088 whole entry, looked up): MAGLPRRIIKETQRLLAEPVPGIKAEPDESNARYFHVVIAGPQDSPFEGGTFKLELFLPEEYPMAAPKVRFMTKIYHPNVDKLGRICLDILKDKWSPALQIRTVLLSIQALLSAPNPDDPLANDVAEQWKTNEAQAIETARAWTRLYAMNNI
697 NFkB inh: lowers PMA/ionomycin-induced NF-kB signal in 697 B cells; 0.33% of 330,000 active; inhibition, % at 4 µM; 697 B-cell NF-kB luciferase reporter, 16 h; AID 435022; in the data active = inhibition above about 35%
Apaf-1 inh: human Apaf-1 inhibition | reconstituted apoptosome caspase-3 activity, DEVD-Rh110 fluorescence | O14727 | AID 489030 | inhibition, % at 20 µM | 0.71% of 330,000 active; active = inhibition of at least 40% at 20 µM;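 note: plate controls were DMSO wells for no effect and DEVD-CHO caspase inhibitor wells for full effect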
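System – cell-free apoptosome with Apaf-1, procaspase-3 and caspase-9 · Buffer or medium – pH 7.5 Hepes buffer with CHAPS, BSA, DTT · Also added – cytochrome c with DEVD-Rh110 · Times – 30 min compound preincubation, 50 min activation, room temperature · Technique – Rh110 fluorescence intensity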
SENP7 block: blocks the human protease SENP7; Q9BQF6; inhibition, % at 5 µM; 1.5% of 330,000 active; recombinant SENP7, Z-RLRGG-aminoluciferin luminescence, 40 min;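 active = inhibition above about 50% at the single test dose, limit read from the data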;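 note: plate controls were DMSO with enzyme for no effect and no enzyme buffer wells for full effect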
Jurkat NFkB inh: inhibitors of the PMA/ionomycin-induced NF-kB reporter in Jurkat cells; PMA/ionomycin-induced NF-kB luciferase reporter, luminescence; inhibition, % at 4 µM; 0.53% of 330,000 active; AID 435003
* marks the source's active call; other numbers are inactive results; . = not tested or not shown. Cut-off read from the data, not from the text of the source, unless noted: active = inhibition above about 50%; inactive = the rest.

structure	697 NFkB inh	Apaf-1 inh	UBC13 polyUb	Jurkat NFkB inh	Gli-Sufu antag	SENP8 block	SENP7 block	HKDC1 inh
O=c1[nH]c2ccccc2n1CCCOc1ccccc1	-19	11	-2	-1	.	-20	-8	4
Cc1ccccc1C(=O)NC1CCN(C(=O)Nc2ccccc2Cl)CC1	16	0	-1	7	0	-10	-4	5
O=C(Nc1nccs1)c1ccc(S(=O)(=O)N2CCOCC2)cc1	-3	3	-6	-1	-2	-10	-3	-8
CN=c1scc(C)n1/N=C/c1ccc(O)c(O)c1O	-62	19	-20	-72	-8	-10	-8	17
CN1C/C(=C/c2ccncc2)C(=O)/C(=C/c2ccncc2)C1	2	2	-11	3	-16	-6	-2	3
CCCc1cc2c(cc1NC(=O)c1ccco1)OCO2	10	-7	2	-11	0	1	0	17
COc1ccc(C(=O)CC(=O)Nc2ccc([N+](=O)[O-])cc2)cc1	-7	0	-5	9	-7	-8	-2	-7
COc1ccc(C(=O)Nc2ccc(Br)cc2F)cc1S(=O)(=O)N1CCCC1	-7	0	0	-7	-1	-1	-9	0
CC(=O)O[C@@]1(C)C[C@@H](O)[C@]2(O)C=CO[C@@H](O[C@@H]3O[C@H](CO)[C@@H](O)[C@H](O)[C@H]3O)[C@@H]21	15	4	8	-2	-1	-2	-1	-4
CCCn1c(=O)[nH]c(=O)c2[nH]cnc21	6	-7	8	10	-7	3	-1	-2
Cc1cccc(N2CCN(C(=O)COCc3cc(-c4ccc5c(c4)OCO5)on3)CC2)c1C	-35	31	-14	-11	26	-2	3	4
O=C(CSc1nnc(CNC(=O)c2ccco2)o1)Nc1ccc(Cl)cc1	9	-15	4	4	-2	2	1	-2
Cc1ccc(OCC(=O)Nc2ccc(S(=O)(=O)N(C)C3CCN(C)CC3)cc2)c(C)c1	-21	3	5	-16	11	-4	-11	-4
CC(C)(C)OC(=O)N1CCC(NC(=O)c2[nH]cnc2C(=O)Nc2ccc(Cl)cc2)CC1	-12	14	13	17	13	-5	4	-1
CCN1CCN(Cc2c(OC)ccc3ccccc23)CC1	21	-16	6	-7	15	2	-5	-13
C/C(=N\NC(=O)c1nnn(-c2nonc2N)c1CN1CCC(C)CC1)c1cccc(Br)c1	0	9	-2	4	2	9	-4	3
CCC(=O)NC(c1ccccc1)c1c(OC(C)=O)ccc2ccccc12 (configuration not stated)	22	-4	3	8	-1	-1	5	-2
CCN(CC)C(=S)SCC(=O)c1ccc(Br)cc1	-38	13	-9	-39	-41	-11	-5	-11
O=c1[nH]c(N2CCOCC2)nc2ncn(Cc3ccccc3)c12	11	-16	-1	0	6	1	-1	-10
CC[C@H](C)Cc1cn([C@@H](CCCN=C(N)N)C(=O)NCCCCCCCCCCC(=O)N2CCNCC2)nn1	4	35	40	16	-3	-13	-3	-4
O=C(OCc1cccc([N+](=O)[O-])c1)c1ccncc1	-4	-10	-5	-5	8	-2	-4	5
COc1ccc(NC(=O)CCC(=O)c2cc(C)sc2C)cc1	-2	8	-4	-14	-1	-13	-8	-5
COc1ccc(OC)c(C2C(C(=O)c3cccs3)=C(O)C(=O)N2c2cc(C)on2)c1 (configuration not stated)	10	2	-21	-2	-5	-7	2	-4
COc1ccc(OC)c(CNS(=O)(=O)c2cn(C)cn2)c1	-15	4	-6	2	15	-5	-7	-5
Cc1cc(C)n2nc(C(=O)Nc3ccc(S(=O)(=O)N4CCCC4)cc3)nc2n1	17	-1	-2	-7	3	0	4	-2
O=C(Nc1nc(-c2ccccc2)c(-c2ccccc2)o1)c1ccc(F)cc1	-15	21	-7	-5	7	3	-7	2
CCOC(=O)N1CCC(N2C(=O)c3ccccc3C2Nc2cc(C)cc(C)c2)CC1 (configuration not stated)	-2	11	-9	-9	2	0	3	-2
O=C(CCCc1ccccc1)Nc1ccnn1C1CCN(Cc2ccc(Cl)cc2)CC1	-25	14	7	14	25	2	-6	-3
C=CCn1c(SCC(=O)Nc2cc(C)on2)nnc1-c1ccccc1F	-2	2	-15	-6	11	-16	-10	-5
Cc1ccc(C)c(OCc2cc(C(=O)N3CCN(c4ccccc4C)CC3C)no2)c1 (configuration not stated)	-21	25	-9	-21	-27	7	0	5

Reformatted with each value named: part of the list above.
SMILES: O=C(CCCc1ccccc1)Nc1ccnn1C1CCN(Cc2ccc(Cl)cc2)CC1
- 697 NFkB inh = -25
- Apaf-1 inh = 14
- UBC13 polyUb = 7
- Jurkat NFkB inh = 14
- Gli-Sufu antag = 25
- SENP8 block = 2
- SENP7 block = -6
- HKDC1 inh = -3

SMILES: C=CCn1c(SCC(=O)Nc2cc(C)on2)nnc1-c1ccccc1F
- 697 NFkB inh = -2
- Apaf-1 inh = 2
- UBC13 polyUb = -15
- Jurkat NFkB inh = -6
- Gli-Sufu antag = 11
- SENP8 block = -16
- SENP7 block = -10
- HKDC1 inh = -5

(listing goes on)
structure	697 NFkB inh	Apaf-1 inh	UBC13 polyUb	Jurkat NFkB inh	Gli-Sufu antag	SENP8 block	SENP7 block	HKDC1 inh
CCOC(=O)Cn1cnc2c(nnn2-c2ccc(F)cc2)c1=O	10	1	-1	-2	-9	5	4	-4
COc1ccc(-c2ccc(C(=S)N3CCN(C(C)=O)CC3)o2)cc1	-7	-12	-4	-2	11	-7	-2	3
Cc1cc(OCC(=O)N(C(C)C)C(C)C)cc(C)c1Br	-8	15	6	14	9	0	5	-3
COc1ccccc1/C=C/C(=O)N1CCOCC1	12	-4	4	-1	0	-8	7	-3
CCN(c1ccccc1)S(=O)(=O)c1ccc(C(=O)NCCCN2CCOCC2)cc1	-13	-2	-1	-13	0	7	-9	-5
O=C(C1=C[C@@H](c2ccc3c(c2)OCO3)C[C@@H](OCCCCO)O1)N1CCOCC1	7	-5	3	10	-6	-8	-2	-3
O=[N+]([O-])c1cccnc1Sc1ccc(Cl)cc1	-11	11	-7	-16	2	-10	-13	-1
O=C(c1nc2ccc(Cl)cn2c1CNCCn1ccnc1)N1CCCCCCC1	-13	10	-5	-9	-3	-18	-5	-10
CCOC(=O)C1C(=O)NC(c2ccccc2)=NC1c1ccc(F)cc1 (configuration not stated)	0	-3	6	19	-5	1	1	3
CCn1c(=NC(=O)CSC(C)=O)sc2cc(OC)ccc21	12	-7	0	7	-4	4	0	-1
Cc1cc(NO)c(C(C)C)cc1N=O	-2	1	13	3	7	10	2	-8
COc1ccc([N+](=O)[O-])c(S(=O)(=O)c2ccccc2)n1	27	1	-3	30	4	-3	-8	16
COc1ccc(N/C=C2\C(=O)CCc3c2oc2cc(Cl)c(O)c(Cl)c32)cc1	-10	3	-31	-6	4	-1	4	0
COc1cccc(CNCc2ccc(OC)cc2OC)c1	-1	8	2	4	19	-3	3	-7
O=C(NS(=O)(=O)Nc1ccc(Br)cn1)c1c[nH]c2ccccc12	6	-1	4	4	-2	14	-6	-3
CN(C)c1ccc(/C=C(\NC(=O)c2ccccc2)C(=O)N/N=C/c2ccc(C(=O)O)cc2)cc1	17	5	-12	9	1	-1	-5	-4
COc1ccc2cc(C(=O)NCc3ccccc3)[nH]c2c1	3	6	5	-38	51	4	2	-2
O=C(N/N=C/c1ccc(N2CCOCC2)cc1)c1ccccc1NS(=O)(=O)c1cccs1	-11	-3	4	-23	2	6	5	-1
CCOc1ccc(NC2OC(C)C(O)C(O)C2O)c([N+](=O)[O-])c1 (configuration not stated)	14	3	-66	19	1	4	3	0
C#Cc1ccc(CN2CCN(Cc3ccsc3)C(CCO)C2)cc1 (configuration not stated)	2	4	-5	-19	10	1	-6	3
O=C(CC1C(=O)NCCN1C(=O)Nc1ccccc1)Nc1cccc(Cl)c1 (configuration not stated)	-1	4	2	-1	3	-8	-5	-10
O=C(CSc1ccc2nnc(-c3ccc(F)cc3)n2n1)N1CCCc2ccccc21	-14	17	-9	5	14	-12	-5	-3
CCc1nc(C)cn1S(=O)(=O)c1cc(Br)c(C)cc1OC	2	8	-4	-2	-1	-9	5	-2
CCOc1ccc(C2=CSC3=NCCN23)cc1[N+](=O)[O-]	-5	8	2	-8	19	-5	5	-10
O=C(NCc1ccco1)c1cc2cc(Br)ccc2o1	-27	17	-1	5	-21	-7	-1	-2
O=S(=O)(Nc1nc2ccccc2nc1NCC1CCCO1)c1cccs1 (configuration not stated)	-13	11	-11	-20	5	-4	-6	1
O=C(NCc1ccco1)C1CCN(c2nc3ccccc3n2Cc2ccccc2F)CC1	-4	9	11	2	8	0	-5	2
O=C(COc1ccccc1)NCC(=O)N1CCCC1	-5	1	3	-16	9	1	1	-4
Cc1ccc(-n2nc(C(=O)O)c3ccccc3c2=O)cc1C	2	8	-14	-7	-13	-8	-9	4
COc1ccccc1-c1nnc2sc(COc3ccc(F)cc3)nn12	-56	16	-2	-5	23	-6	-4	3
C=CCn1c(CSc2nc3ccccc3s2)nnc1SCC(=O)NCc1cccnc1	14	0	2	-4	-1	5	10	-5
O=C(CN1C(=O)/C(=C\c2cccc(Cl)c2)Oc2ccccc21)N1CCN(c2ccccn2)CC1	4	6	13	-6	.	-2	3	.
N#Cc1ccc(S(=O)(=O)Nc2ccc3ccccc3n2)cc1	-25	-22	-7	6	1	-8	7	4
CCCCCN(C(=O)COC(=O)COc1c(C)cc(C)cc1C)c1c(N)n(CCCC)c(=O)[nH]c1=O	-5	-4	-16	4	-7	-4	12	-1
O=C(CN1C(=O)NC2(CCCCCC2)C1=O)Nc1ccccc1[N+](=O)[O-]	5	3	7	1	2	6	4	-6
Cc1ccc(NC2=C(N3CCCCC3)C(=O)c3ccccc3C2=O)cc1	3	81*	-44	-1	15	52*	-21	11
CC(=O)Nc1cccc(-c2nc3ccccc3o2)c1	-28	-8	-9	-33	-19	-9	13	-2
CCC(C)NC(=O)CN(c1ccc(OC)cc1)S(=O)(=O)c1ccccc1 (configuration not stated)	11	-5	7	10	2	3	-1	-12
CCOC(=O)c1ccc(Nc2nc(C(=O)OCC)nc3ccccc23)cc1	-13	27	-4	-11	-2	-9	-24	9
COc1cc(NC(=S)N2CCN(S(=O)(=O)c3ccccc3)CC2)cc(OC)c1	-8	5	0	-7	-16	-2	14	0
C=CCOC(=O)CC(NC(=O)c1ccccc1)c1ccccc1 (configuration not stated)	16	1	11	5	0	-7	-1	-2
CCN(CC)c1ccc2c(O)cc(=O)oc2c1	10	-2	-9	-7	-4	2	12	5
Cc1cc(C)c(OCCN2CCOCC2)c(Cl)c1	14	-7	4	-2	-11	-8	-10	2
CC1CCCCC12NC(=O)N(CC(=O)Nc1ccc(S(=O)(=O)N3CCOCC3)cc1)C2=O (configuration not stated)	4	-8	5	-7	9	1	-4	1
CCC(=O)N(c1nnc(SCC(=O)Nc2ccccc2Cl)s1)C1CC1	-6	-4	10	-14	-7	-3	-1	8

An excerpt of these results, with each value named:
> O=c1[nH]c(N2CCOCC2)nc2ncn(Cc3ccccc3)c12
  697 NFkB inh: 11 | Apaf-1 inh: -16 | UBC13 polyUb: -1 | Jurkat NFkB inh: 0 | Gli-Sufu antag: 6 | SENP8 block: 1 | SENP7 block: -1 | HKDC1 inh: -10
> CC[C@H](C)Cc1cn([C@@H](CCCN=C(N)N)C(=O)NCCCCCCCCCCC(=O)N2CCNCC2)nn1
  697 NFkB inh: 4 | Apaf-1 inh: 35 | UBC13 polyUb: 40 | Jurkat NFkB inh: 16 | Gli-Sufu antag: -3 | SENP8 block: -13 | SENP7 block: -3 | HKDC1 inh: -4

Following part
structure	697 NFkB inh	Apaf-1 inh	UBC13 polyUb	Jurkat NFkB inh	Gli-Sufu antag	SENP8 block	SENP7 block	HKDC1 inh
CCCn1nc(NC(=O)C2CCCO2)c2cc3cccc(C)c3nc21 (configuration not stated)	-3	-10	8	-1	-35	5	6	0
CC(OC(=O)CCC(=O)c1cccs1)C(=O)NC1CCCCC1C (configuration not stated)	5	6	-10	-8	-12	-9	2	-4
COc1ccc2cnn(-c3ccccc3)c(=O)c2c1OC	24	-1	8	-5	-7	-4	2	-5
O=C(c1cc2ccccc2o1)N1CCN(S(=O)(=O)/C=C/c2ccccc2)CC1	6	0	-4	10	-1	-1	-1	-3
C=C(C)c1ccccc1NC(=O)CCN1C(=O)c2ccccc2S1(=O)=O	-2	4	3	-4	1	-8	9	-2

The order is random (roughly 3.6% active in at least one column).
